sdo1 growth: restores growth of sdo1-depleted yeast. S. cerevisiae sdo1-depleted JHY4D growth rescue, OD600 30 h; active compounds read high; pdr5 snq2 efflux-pump mutant strain. z-score at 10 µM. hit rate 0.21% among 140,000;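 active means z-score above 3 at both the 24 hr and the 30 hr optical density reads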;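 further: z-score against mean and SD of all compound wells on the same plate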
INS promoter inh: TRM-6 insulin promoter activity inhibition; hit rate 0.9% among 130,000; inhibition, % at 2 µM; TRM-6 cells (human fetal islet line), insulin promoter-eGFP reporter, imaging; reporter expression induced with tamoxifen; AID 1273;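 active means inhibition above the mean plus 3 SD, with well images judged a real hit on visual review, cut at about 60% in these data, passing the limit was not always enough; inconclusive means inhibition over the cutoff but images rejected on review; inactive means inhibition not above the cutoff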
sdo1 growth Rescue 24 h: also measured in sdo1 growth; calls as there; z-score; S. cerevisiae sdo1-depleted JHY4D growth rescue, OD600; measured here: growth rescue at 24 h;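 0 is the plate mean of compound wells and units are plate SD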
* hit, by the source's call; ? = inconclusive; · = no result given; [ ] = remark or other dose. Not all compounds are listed; rates above refer to the full screens.

SMILES	sdo1 growth	sdo1 growth Rescue 24 h	INS promoter inh
CC(C)(C)NC(=O)C(c1ccco1)N(Cc1ccc2c(c1)OCO2)C(=O)Cn1nnc2ccccc21 (configuration not stated)	-0.61	-0.17	-45
Cc1cc(C)n2nc(SCc3cc(=O)oc4cc(O)ccc34)nc2n1	-0.82	-0.04	-17
O=C(Nc1ccon1)c1ccccc1F	0.52	-0.14	0
O=S(=O)(NC1CCCC1)c1cccc(-c2nnc(-c3ccccc3)o2)c1	-0.93	-0.9	-6
CCn1cnc2cc(NCc3nc4ccccc4n3Cc3ccccc3)ccc21	-1	-1.9	35
N#Cc1ccc(COC(=O)C2CCC(=O)N2)cc1 (configuration not stated)	-0.64	-1.3	-4
COC(=O)C1(C)NC(c2cccs2)C2C(=O)N(c3ccc(F)cc3)C(=O)C21 (configuration not stated)	0.13	-0.45	-14
CN1CCN(c2cc3c(c4c2[nH]c2ccccc24)C(=O)CC(C)(C)C3)CC1	-1.5	-1	·
NC(=O)Nn1c(CCC(=O)O)ccc1-c1ccc(F)cc1	1.6	0.52	-36
COCCn1cnnc1SCC(=O)Nc1ccc(Br)cc1F	·	·	0
c1ccc(-n2ncc3c(N4CCN(CCOc5cccc6ccccc56)CC4)ncnc32)cc1	-0.72	1.2	-4
O=C(OCc1nnc(-c2ccccc2)o1)C1CC(=O)N(Cc2ccco2)C1 (configuration not stated)	·	·	-17

Additional entries
SMILES	sdo1 growth	sdo1 growth Rescue 24 h	INS promoter inh
c1ccc(-c2cc(N3CCCCC3)ncn2)cc1	0.71	0.89	-288
Cc1ccc(CSCCNS(=O)(=O)c2ccccc2)cc1	0.03	0.07	·
CC(C)(C)OC(=O)NCCc1nnc(SCc2ccc(Cl)cc2)o1	0.13	0.02	-28
Cc1cc(C)n2nc3nc4c(cc3c2n1)CCCC4	-0.23	-0.37	40
Cc1ccc(NC(=O)CN(C)S(=O)(=O)c2cccc3nsnc23)cc1Cl	-0.81	-1	-388
O=C(NCCN1CCOCC1)c1ccc(CS(=O)(=O)c2ccc(Cl)cc2)o1	0.6	0.63	·
CCN(CC)S(=O)(=O)c1ccc(N2CCN(CCO)CC2)nc1	0.9	1.1	-17
CCOc1ccc(NC(=O)C2CCCCN2S(=O)(=O)c2ccccc2)cc1 (configuration not stated)	-0.55	-0.26	-28
CC(=O)Cc1nsc(Nc2ccc3c(c2)OCCO3)n1	1.9	-0.47	·
Cc1cc2c(ncn2C)c(NS(=O)(=O)c2cc(Cl)ccc2Cl)c1C	-1.2	-0.95	-4
Nc1nc(-c2cccnc2)nn1C(=O)Cc1ccccc1	-0.18	-1.1	-26
COc1cc(NC(=O)c2cccs2)c(C(=O)OCC(=O)NCc2ccco2)cc1OC	-1.8	-1.3	30

(listing goes on)
SMILES	sdo1 growth	sdo1 growth Rescue 24 h	INS promoter inh
Cc1ccc(CNC(=O)CSc2nc3ccsc3c(=O)n2NC(=O)c2ccccc2)cc1	-0.05	0.31	-5
COc1cccc(C(=O)Nc2nc3c(s2)CN(C)CC3)c1	1.2	1.5	-31
C/C(=C\C(=O)c1ccccc1)NNc1nc2ccccc2s1	-1.3	-2.1	-19
NC(=S)Nc1cc2ccccc2c2ccccc12	-0.47	-1	-10
COc1ccc(NC(=O)CSc2ccc3nnc(-c4cccnc4)n3n2)c(OC)c1	·	·	3
O=S(=O)(c1ccc(-c2csc(-c3cccnc3)n2)cc1)N1CCCC1	-1.5	-1.4	62
Cc1ccc(N2C(=O)N(Cc3ccccc3C)c3ccccc3S2(=O)=O)cc1	-1.6	-1.9	0
CCOc1ccc2nc(SCC(=O)Nc3ccc4c(c3)OCO4)sc2c1	1.3	1.4	·
CCOC(=O)c1c(C)oc2c1c(C(c1cccnc1)N1CCCCC1)c(O)c1ccccc12 (configuration not stated)	-3.2	-2.5	-13
CN(C(=O)c1ccccn1)c1nnc(-c2ccccn2)s1	0.05	-0.45	-14
Cc1ccsc1/C=C1\CCc2ccccc2C1=O	-1.4	-1.7	-9
CSc1nc(-c2ccccc2)nc(N2CCN(C)CC2)c1C(C)=O	-0.43	0.42	·

An excerpt of these results, with values under each structure:
Order of results – sdo1 growth, sdo1 growth Rescue 24 h, INS promoter inh
- Cc1cc(C)n2nc(SCc3cc(=O)oc4cc(O)ccc34)nc2n1
→ -0.82, -0.04, -17
- Cc1ccc(NC(=O)CN(C)S(=O)(=O)c2cccc3nsnc23)cc1Cl
→ -0.81, -1, -388
- Cc1cc(C)n2nc3nc4c(cc3c2n1)CCCC4
→ -0.23, -0.37, 40
- NC(=O)Nn1c(CCC(=O)O)ccc1-c1ccc(F)cc1
→ 1.6, 0.52, -36
- COc1cc(NC(=O)c2cccs2)c(C(=O)OCC(=O)NCc2ccco2)cc1OC
→ -1.8, -1.3, 30
- CCN(CC)S(=O)(=O)c1ccc(N2CCN(CCO)CC2)nc1
→ 0.9, 1.1, -17

(more compounds)
SMILES	sdo1 growth	sdo1 growth Rescue 24 h	INS promoter inh
Cc1c(C(=O)NC2CCCc3ccccc32)oc2ccc(S(=O)(=O)N3CCCCC3)cc12 (configuration not stated)	9.3*	5.7*	-7
Cc1ccc(C(=O)COC(=O)CNC(=O)COc2ccccc2C)cc1C	-0.67	-0.79	26
CCCCCCCCN1C(=O)N(C)C(N(O)C(=O)NC)C1(C)C (configuration not stated)	-0.11	-1.1	8
C=CCNC(=S)NNC(=O)c1ccc(OC(C)C)cc1	-0.2	-0.57	-21
O=C(Nc1nnc(C2CCCCC2)s1)c1cccs1	0.13	0.3	11
COc1cc(C(=O)NNC(=O)c2ccc(NC(C)=O)cc2)cc(OC)c1OC	·	·	-21
CC(C)=C1SC(N2CCN(c3cccc(C(F)(F)F)c3)CC2)=NC1=O	0.36	2.5	34
O=C(O)CN(CCO)CCN(CC(=O)O)CC(=O)O	0.79	0.3	14
CCOc1ccc(NS(=O)(=O)c2ccc(NS(C)(=O)=O)cc2)cc1	-0.24	-1.1	31
CCN1CCCC1CNC(=O)c1c(O)c2c([nH]c1=O)CCCC2 (configuration not stated)	1	0.95	-31
CC(C)CCOC(=O)C1C2C=CC3(CN(Cc4cccs4)C(=O)C13)O2 (configuration not stated)	-0.27	-1.1	·
COc1cccc(/C=C/C(=O)OCC(=O)c2ccc3c(c2)NC(=O)CO3)c1OC	·	·	-18

(list continues)
SMILES	sdo1 growth	sdo1 growth Rescue 24 h	INS promoter inh
Cc1nnc(NC(=O)CCC(=O)NCc2cccs2)s1	0.8	0.63	25
O=C(CN1CCCC1)N1CCCc2c1c(=O)oc1ccc(OCc3ccccc3)cc21	0.52	-0.39	·
Cc1ccccc1C(=O)Nc1nnc(-c2ccc(F)cc2)o1	-0.78	-0.95	·
O=CNCCCc1nc2ccccc2n1Cc1ccccc1	0.08	-0.3	·
CCc1ccc2[nH]c(=O)c(C(c3nnnn3CC3CCCO3)N3CCN4CCCC4C3)cc2c1 (configuration not stated)	0.36	0.28	-37
O=C(Oc1ccccc1)c1cc2ccccc2oc1=O	·	·	-67
Cc1[nH]c2ccccc2c1SCC(=O)N1CCCc2ccccc21	-1.6	-1.6	·
Cn1cccc1CC(=O)NNC(=O)Nc1cccc(Cl)c1	0.05	-0.25	40
COc1ccccc1CCC(=O)Nc1ccc(C)cc1Cl	·	·	19
S=C(NCCc1ccccc1)NCc1ccccc1Cl	-1.8	-1.2	-6
Cc1nc(C)n(C(=O)N(c2ccccc2)c2ccccc2)n1	-0.02	-0.77	?
C/C(=N\NC(=O)C1CC1)c1ccc(Cl)c(Cl)c1	-0.42	-0.39	-5

(next part)
SMILES	sdo1 growth	sdo1 growth Rescue 24 h	INS promoter inh
O=C(NCCCc1ccccc1)c1ccccc1O	-0.39	-0.31	32
COCCOc1ccc(C(F)(F)F)cc1NC(=O)c1ccc(C)cc1	-0.44	0.04	·
CC(Oc1ccc(Cl)cc1Cl)C(=O)NCCC1=CCCCC1 (configuration not stated)	-0.82	-0.68	-35
NC(=O)COc1ccc(Cc2ncc(C(F)(F)F)cc2Cl)cc1	·	·	30
O=C(N/N=C/c1ccccn1)c1ccc([N+](=O)[O-])cc1	·	·	13
O=S(=O)(NCC(c1cccnc1)N1CCN(c2ccc(F)cc2)CC1)c1ccccc1 (configuration not stated)	·	·	-44
CCOC(=O)N1CCc2c(sc(NC(=O)c3ccc(Cl)s3)c2C(N)=O)C1	-2.1	-1.7	·
CC1CCCC(NCC(=O)Nc2ccc(C(N)=O)cc2)C1C (configuration not stated)	·	·	-55
O=C(c1ccc(N2CCCCS2(=O)=O)cc1)N1CCN(c2ccc(N3CCOCC3)nn2)CC1	0.54	-0.23	-10
CCOC(=O)C1=C(C)Nc2nnnn2C1c1cccc(OC)c1OC (configuration not stated)	0.54[13.4 µM]	-0.07	22
Cc1ccc(Cn2nc(C)c(NC(=O)c3nn(C)cc3Cl)c2C)cc1	0.79	0.62	38
CCOC(=O)N1CCN(C(=O)C2CCCN(S(=O)(=O)c3cccnc3)C2)CC1 (configuration not stated)	-0.01	-0.52	·

4 entries drawn at random from those above, as already listed:
SMILES	sdo1 growth	sdo1 growth Rescue 24 h	INS promoter inh
O=C(N/N=C/c1ccccn1)c1ccc([N+](=O)[O-])cc1	·	·	13
CCOC(=O)C1=C(C)Nc2nnnn2C1c1cccc(OC)c1OC (configuration not stated)	0.54[13.4 µM]	-0.07	22
NC(=O)COc1ccc(Cc2ncc(C(F)(F)F)cc2Cl)cc1	·	·	30
O=S(=O)(NCC(c1cccnc1)N1CCN(c2ccc(F)cc2)CC1)c1ccccc1 (configuration not stated)	·	·	-44

(continued)
SMILES	sdo1 growth	sdo1 growth Rescue 24 h	INS promoter inh
COc1ccc(-c2n[nH]c(C)c2-c2cnn(-c3ccccc3)c2)c(O)c1C	-0.99	-0.42	-7
COC(=O)C(C(=O)Nc1ncccn1)C1CCCCCC1 (configuration not stated)	1	0.12	-25
COc1ccc(/C=N/NC(=O)c2cccc([N+](=O)[O-])c2)cc1OC(=O)c1ccccc1	0.6	-0.36	14
O=C(CCCCCN1C(=O)c2cccc3cccc(c23)C1=O)NCCO	·	·	38
COc1ccc(OC)c(C(=O)CSc2nnc(Cc3cccs3)n2C)c1	-0.07	-1.1	31
O=C(CCC(=O)c1ccc(Oc2ccccc2)cc1)Nc1ccc(Cl)cc1Cl	-0.6	-0.38	·
COc1cccc(/C=N/NC(=O)C[n+]2ccccc2)c1O	2	1.5	13
CCOC(=O)CC1=C(C(=O)OCC)C(c2ccc(C)o2)C(C#N)=C(N)O1 (configuration not stated)	-0.39	-0.65	-63
Clc1nc(CN2CCCCC2)nc2sc3c(c12)CCC3	·	·	32
O=C(CCCn1c(=O)c2sccc2n(CC(=O)OCc2ccccc2)c1=O)NCc1ccco1	-0.5	-0.33	·
Cc1cc(C(=O)CSc2nnc(-c3ccc(F)cc3)o2)c(C)n1CC1CCCO1 (configuration not stated)	-0.26	0.98	-49
O=C(CSc1nc2cc(Cl)ccc2o1)Nc1ccc(N2CCOCC2)cc1	-0.16	0.55	18

Following part:
SMILES	sdo1 growth	sdo1 growth Rescue 24 h	INS promoter inh
Cc1noc(C(=O)N2CC3(C)CC2CC(C)(C)C3)c1Cl (configuration not stated)	-0.17	0	·
Cc1cccc(Oc2coc3cc(OC(=O)c4cccs4)ccc3c2=O)c1	-0.08	-0.34	31
COC(=O)C1=C(C)N(Cc2ccc(OC)cc2)C(=O)C1	0.92	1.4	·
O=C(CN1CCN(S(=O)(=O)c2ccc(Br)cc2)CC1)N/N=C/c1cccs1	1.4	1.6	·
COc1cccc(OC(=O)N2CCOCC2)c1	·	·	-77
CCOC(=O)N1CCC(NC(=O)c2ccc(NC(=O)C3CCCO3)cc2)CC1 (configuration not stated)	0.59	0.54	·
O=C(Nc1nnc(C2CC2)s1)C1Cc2ccccc2CN1C(=O)c1ccco1 (configuration not stated)	·	·	-9
CCc1c(C(=O)Nc2ccncc2)csc1C	1.3	1.8	24
O=S(=O)(c1cccs1)N1CN(Cc2ccc(F)cc2)c2nc3ccccc3nc21	-0.96	-0.38	25
COc1ccc(-c2nc3c([nH]2)c(=O)n(C)c(=O)n3C)c(OC)c1	-0.45	-0.88	·
COc1ccccc1N1C(=O)CCC1(C#N)c1ccc(Br)cc1 (configuration not stated)	0.22	-0.19	-56
CC(=O)Nc1ccc(S(=O)(=O)NC2=NCN(C)CN2)cc1	·	·	-8

(continued)
SMILES	sdo1 growth	sdo1 growth Rescue 24 h	INS promoter inh
CCOC(=O)CSc1nnc(CNC(=O)c2cccs2)n1-c1cc(C)ccc1C	0.09	0.26	·
COc1ccc(C(=O)CN2CC(C)SC2=Nc2ccc(Cl)cc2)cc1 (configuration not stated)	-1.3	-1.4	·
CCCC(=O)c1cc2c(cc1NC(=O)c1cccs1)OCCO2	-0.78	1.4	23
CS(=O)(=O)c1ccccc1COC(=O)Nc1ccc(Cl)cc1	0.39	2.5	-4
O=C(CSc1nc2ccc([N+](=O)[O-])cc2s1)NC1CCS(=O)(=O)C1 (configuration not stated)	·	·	19
Cc1ccnc(NC(=O)CN(C)S(=O)(=O)c2cccc3nsnc23)c1	0.42	0.23	-93
